# ST2 IL33 inh: inhibitors of human ST2 (IL1RL1) binding to IL-33; Q01638; AlphaLISA ST2-Fc/biotin-IL-33 interaction, 1 h; inhibition, % for hits at 17 µM; actives 2.3% (n = 78,000); AID 1259354; in the data active means inhibition above about 30%; inconclusive means mostly about 10% to 28%
# Target sequence (Q01638 whole entry, looked up): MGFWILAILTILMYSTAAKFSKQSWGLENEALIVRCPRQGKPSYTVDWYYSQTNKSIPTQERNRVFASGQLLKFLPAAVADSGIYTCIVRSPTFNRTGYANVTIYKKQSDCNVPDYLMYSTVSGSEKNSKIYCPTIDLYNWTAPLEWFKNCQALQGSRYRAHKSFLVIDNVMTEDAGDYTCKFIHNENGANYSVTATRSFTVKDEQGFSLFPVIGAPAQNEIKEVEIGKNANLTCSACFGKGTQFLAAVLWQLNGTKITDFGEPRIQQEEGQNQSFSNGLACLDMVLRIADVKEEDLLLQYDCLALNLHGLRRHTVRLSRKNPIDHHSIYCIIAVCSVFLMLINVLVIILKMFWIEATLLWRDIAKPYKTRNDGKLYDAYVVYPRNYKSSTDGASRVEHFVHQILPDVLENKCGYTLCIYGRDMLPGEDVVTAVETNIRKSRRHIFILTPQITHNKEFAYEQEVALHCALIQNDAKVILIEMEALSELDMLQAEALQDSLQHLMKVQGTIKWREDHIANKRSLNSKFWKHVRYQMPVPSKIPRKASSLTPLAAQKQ
# * = called active by the depositor; i = inactive; ? = inconclusive.
SMILES,ST2 IL33 inh
COc1cc(Nc2ccc(S(N)(=O)=O)cc2)c([N+](=O)[O-])nc1[N+](=O)[O-],i
CC(=O)N1CCN(c2ncccc2CNC(=O)c2cc(-c3ccccc3)n[nH]2)CC1,?
O=C(CSc1ccccn1)Nc1ccc2c(c1)oc1ccccc12,i
c1ccc(Cc2nc(-c3cccc(Cn4cccn4)c3)n[nH]2)cc1,i
O=[N+]([O-])c1ccccc1C=Nc1ccc2nc(-c3ccccc3)[nH]c2c1,i
Cc1ccc(CN2C(=O)SC(Nc3ccccc3)C2=O)cc1 (centres undefined),i
CN(C)c1ncc(-c2nccn2CCn2ccnc2)cn1,i
CC(=O)c1ccc(NC(=O)N2CCN(C(=O)CN)[C@@H](C(=O)N[C@H]3CCCNC3=O)C2)cc1,i
COc1cc(CNC2(O)CCOC(C)(C)C2)ccc1O (centres undefined),i
O=C(NCCc1nc2cccnc2n1-c1ccccc1)Nc1ccc(F)c(Cl)c1,i
O=C(NC(Nc1cccc([N+](=O)[O-])c1)C(Cl)(Cl)Cl)c1cccc(Cl)c1 (centres undefined),i
COc1cccc(OC)c1-c1cnnc(NCc2ccccc2-n2cncn2)n1,i
O=C(Nc1ccc2nsnc2c1)N1CCCCC1,i
COc1cc(S(=O)(=O)NCc2ccc3c(c2)OCO3)c(C)cc1C,i
CC(C)C(NC(=O)C1CCC(C(C)(C)C)CC1)C(=O)NCc1cccnc1 (centres undefined),i
CCc1nc(N2CCCCC2)c2c3c(sc2n1)CCC3,?
NS(=O)(=O)c1ccc(CCNC2CC(=O)N(c3cccc(Cl)c3)C2=O)cc1 (centres undefined),i
COc1ccc(Cn2c(CNS(=O)(=O)c3ccc(F)c(Cl)c3)nc3cccnc32)cc1,i
Cc1nnc(SCCc2ccccc2)[nH]c1=O,i
CC(C)CCN1C(=O)CCC1(C)C(=O)NC1CCCCCCC1 (centres undefined),i
Cc1ccc(NCc2ccncc2)cc1,i
CCSc1nnc(-c2cccnc2)n1Cc1ccccc1,i
O=C(Nc1ccc(Cl)cc1)C(O)(c1ccccc1)c1ccccc1,?
O=C(CN1CCCCCC1)NCCc1nc(-c2cccnc2)n[nH]1,i
Cn1c(=O)cc2c3c(c(N4CCOCC4)ccc31)C(=O)c1ccccc1-2,i
# Next records follow:
SMILES,ST2 IL33 inh
CNC(=O)c1ccccc1N(Cc1ccccc1)S(=O)(=O)c1ccccc1,i
OC[C@H]1O[C@@H](n2cnc3c(N[C@H]4C[C@H]5CC[C@@H]4C5)ncnc32)[C@H](O)[C@@H]1O,?
N=C(N)c1ccc(OCCCCCOc2ccc(C(=N)N)cc2)cc1 (tested in a mixture with another compound),?
NS(=O)(=O)c1ccc(Nc2nc3nonc3nc2Nc2ccc(S(N)(=O)=O)cc2)cc1,i
Cc1cc(-c2cc3c(n(Cc4cccnc4)c2=O)CCN(C(=O)c2ccc4c(c2)OCO4)C3)ccc1F,i
Cc1nn(C)c(C)c1C(C)NC(=O)C(=O)c1cccs1 (centres undefined),i
Cc1cc(OCC(O)CN2CCN(c3ccc(F)cc3)CC2)ccc1C(C)C (centres undefined),i
COc1ccc(C2CC(c3ccccc3)=NN2S(=O)(=O)c2ccccc2)c(OC)c1 (centres undefined),i
Cc1ccc(Nc2nnc(Cc3ccc(Cl)cc3)c(=O)[nH]2)cc1,i
CC1CN(C(=O)c2ccc3c(c2)OCO3)CC(C)O1 (centres undefined),i
O=S(=O)(Nc1ccc(Cl)cc1Cl)c1ccc(Cl)cc1,i
Cc1ccc(C(=O)Nc2c(-c3cccs3)nc3ccccn23)cc1,i
O=C(NCc1cccs1)c1cc(-c2cccs2)on1,i
CC1Cc2cc(O)c(O)cc2C(c2ccc(O)c(O)c2)C1C (centres undefined),i
O=C1C(=Cc2ccc3c(c2)OCO3)C(=O)c2ccccc21,i
O=C(Cc1c(C(=O)O)[nH]c2ccc(Cl)cc12)Nc1cccnc1,?
Cc1ccc2c(C)nc(N=C(N)N)nc2c1,i
O=C(NC1CCS(=O)(=O)C1)c1ccccc1NC(=O)c1nsc2ccccc12 (centres undefined),?
COc1ccc(C(=O)N2CCN(S(=O)(=O)c3cc4c5c(c3)CCN5C(=O)CC4)CC2)c(OC)c1,i
Cc1ccc2c(C)c(C(=O)NCCn3nc(-c4ccccc4)ccc3=O)oc2c1C,i
CCn1cnc2cc(NCc3cccc(OC)c3OC)ccc21,i
CC(C)CC(NC=C1C(=O)OC(C)(C)OC1=O)C(=O)O (centres undefined),?
CC(=O)c1c(C)n(-c2ccc(C)cc2C)c2ccc(O)cc12,i
CCN(CCc1nc2c(C)cccc2[nH]1)C(=O)c1ccc(=O)n(C)c1,?
CCCC(=O)Nc1ccccc1NC(=O)c1ccc(Br)cc1,i
# Following part.
SMILES,ST2 IL33 inh
O=C(c1cc2ccccc2[nH]1)N1CCC(c2[nH]ncc2Cc2ccccc2)CC1,i
c1cncc(CN2CC[C@H](c3nnc(Cc4c[nH]c5ccccc45)o3)C2)c1,i
O=c1oc2cc(Br)ccc2n1CSC1=NCCS1,i
Cc1ccc(-n2nc3c(c2NC(=O)c2ccc(S(=O)(=O)N(C)C)cc2)CSC3)cc1,i
COc1cccc(CC(C2CCN(C(=O)[C@H]3C[C@@H]4C=C[C@H]3C4)CC2)N(C)C(=O)c2ccco2)c1 (some centres undefined),?
O=c1c(O)c(-c2ccc(O)cc2)oc2cc(O)cc(O)c12,i
CCn1cc(C(=O)NCC2CCCO2)c(=O)c2cc(S(=O)(=O)N3CCC(C)CC3)ccc21 (centres undefined),i
O=C(O)C1CC(=O)N(Cc2ccccc2)C(=Nc2ccc(F)cc2)S1 (centres undefined),i
CCC(C)(C#CCN1CCCCC1)OCCC#N (centres undefined),i
N=C1S/C(=C\c2ccccc2F)C(=O)N1c1ccccc1F,?
CC1CCc2nc(NC(=O)c3ccc(S(=O)(=O)N4CCOCC4)cc3)sc2C1 (centres undefined),i
Nc1ncc(C(=O)N2CCCC(CCc3ccc(F)cc3)C2)c(-c2ccccc2)n1 (centres undefined),?
CCSc1nc(-c2ccccc2)cc(C)c1C#N,i
Cc1cccc(-c2nsc(SCC(=O)NCC3CCCO3)n2)c1 (centres undefined),i
Fc1cccc(-c2nc(CNc3ncc(Cl)cn3)[nH]c2-c2ccccn2)c1,?
CC1=C(C(=O)OC(C)C)C(c2cccc(F)c2)N2C(=O)CCSC2=N1 (centres undefined),?
CC(=O)Nc1ccc(Cl)c(C(=O)N2CCN(CC(=O)N3CCCCC3)CC2)c1,i
Cc1ccc2nc(-c3ccc(C)o3)c(Nc3ccc4c(c3)OCO4)n2c1,?
CN(Cc1cc2n(n1)CCNC2)CC1(N2CCOCC2)CCCCC1,i
COCCN1C(=O)N(Cc2cccc(OC)c2)C(=O)C12CCN(C/C=C/c1ccccc1)CC2,?
CN(C)Cc1cc(CN(C)C)c(O)c(-c2ccccc2)n1,i
Cc1cc(NC(=O)COc2ccc3ccccc3c2)nc2c1c(=O)oc1ccccc12,i
COc1ccc(Br)cc1/C=C1/SC(N2CCCC2)=NC1=O,?
CN(C)C(C)(C)/C=C/C(O)(c1ccccc1)c1ccccc1,i
NC(=O)c1cnc2n1CCN(C(=O)c1cnn3ccccc13)C2,?
# More records follow:
SMILES,ST2 IL33 inh
O=C(CCn1c(=O)c2sccc2n(Cc2ccc([N+](=O)[O-])cc2)c1=O)NCc1ccccc1,i
COc1ccccc1N1CCN(CCN(C(=O)c2ccc(I)cc2)c2ccccn2)CC1,i
CCc1[nH]c2ccc(CNC(=O)C(=O)N3CCOCC3)cc2c1C,i
CCNc1nc(NCC)n2c(SCC(=O)Nc3ccccc3)nnc2n1,?
Oc1c(Br)cc(C=Nc2ccc(N3CCOCC3)cc2)c(O)c1Br,52%*
O=C1CSC(c2cccc(Cl)c2Cl)N1C1CCCCC1 (centres undefined),i
Cc1c(N=Cc2cc([N+](=O)[O-])ccc2N2CCCCCC2)c(=O)n(-c2ccccc2)n1C,42%*
Cc1cc(C)cc(NC(=O)c2nnn(Cc3cc(C)ccc3C)c2N)c1,i
O=C(Nc1ccc(-c2nc3ccccc3c(=O)o2)cc1)c1ccccc1F,i
Cc1nc2cccnc2n1C1CCN(C(=O)Nc2ccc(Cl)cc2)CC1,i
COc1cc(CCCO)cc(-c2cc(CCCO)cc(OC)c2O)c1O,i
O=C(O)C1C2C=CC(C2)C1C(=O)Nc1ccc(F)cc1 (centres undefined),i
CCn1ncnc1CN1CC[C@@H](c2ccc3c(c2)OCO3)[C@H](O)C1,?
CCOc1ccc(-n2c(=O)c3sccc3n(CC(=O)NCc3ccco3)c2=O)cc1,i
O=C(N1CCCCC1)[n+]1ccc(N2CCOCC2)cc1,i
COc1cc(NC(=O)C2Cc3cc(S(=O)(=O)N4CCCCC4)ccc3N2C(C)=O)cc(OC)c1 (centres undefined),i
CCOc1ccccc1-n1c(CCN)n[nH]c1=O,i
Cc1cccc(-c2noc([C@@H]3Cc4nc[nH]c4CN3C(=O)Nc3cccc(C#N)c3)n2)c1,?
Cc1oc(C(C)(C)C)c(COc2ccccc2)c1C(=O)O,i
CCOc1ccc(-c2cn(-c3cccc(SC)c3)c(=O)[nH]2)cc1,?
Cn1c(=O)[nH]c(=O)c2c1nc(N1CCCCCC1)n2Cc1ccccc1Cl,i
CCOC(=O)C1=[N+]([O-])OC(C(=O)OCC)C1CC(C)=O (centres undefined),i
CCNC(=O)CC1Nc2cc(C)c(C)cc2NC1=O (centres undefined),?
Fc1ccc(N2CCN(C3CCCN(Cc4cccn4-c4ccccn4)C3)CC2)cc1 (centres undefined),?
CCCCn1cnc2cc(NCc3ccc(C)cc3)ccc21,?

# 7 compounds from above, sorted by length of the SMILES, falling.
SMILES,ST2 IL33 inh
O=C(CCn1c(=O)c2sccc2n(Cc2ccc([N+](=O)[O-])cc2)c1=O)NCc1ccccc1,i
CCn1ncnc1CN1CC[C@@H](c2ccc3c(c2)OCO3)[C@H](O)C1,?
Cc1cc(C)cc(NC(=O)c2nnn(Cc3cc(C)ccc3C)c2N)c1,i
Oc1c(Br)cc(C=Nc2ccc(N3CCOCC3)cc2)c(O)c1Br,52%*
CCNc1nc(NCC)n2c(SCC(=O)Nc3ccccc3)nnc2n1,?
CCCCn1cnc2cc(NCc3ccc(C)cc3)ccc21,?
CCOc1ccccc1-n1c(CCN)n[nH]c1=O,i

# Shown bar-delimited: part of the list above
molecule | ST2 IL33 inh
O=C(CCn1c(=O)c2sccc2n(Cc2ccc([N+](=O)[O-])cc2)c1=O)NCc1ccccc1 | i
COc1ccccc1N1CCN(CCN(C(=O)c2ccc(I)cc2)c2ccccn2)CC1 | i

# More results
SMILES,ST2 IL33 inh
CN(Cc1cccc2cnccc12)c1ncnc2[nH]ccc12,i
CN1CCC(N[C@@H](Cn2ccc(=O)[nH]c2=O)C(=O)O)CC1,i
COc1ccc(NC(=O)c2cc(CC(C)C)on2)c(OC)c1,i
O=C(Cc1ccc(-n2c(=O)[nH]c3ccsc3c2=O)cc1)N1CCC(Cc2ccccc2)CC1,i
Cc1cnc(NC(=O)c2ccc(CN(C)Cc3cnc(N)nc3)cc2)s1,i
COc1ccc(C(=O)Nc2ccc(N3CCCC3)cc2)cc1,59%*
O=C(O)CCC(=O)N[C@H]1CO[C@H]2[C@@H]1OC[C@@H]2Nc1nccc(-c2ccc(-c3ccccc3)cc2)n1,i
O=C(O)c1ccc(NC(=O)C2CCCCC2C(=O)O)cc1 (centres undefined),i
Oc1ccc(SCCCCN2CCCCC2)cc1,i
CCOc1ccc(C(=O)N2CCN=C2SCc2cccnc2)cc1OCC,i
O=C(NCc1ccco1)C1CC(=O)N(c2ccc(Br)cc2)C1 (centres undefined),i
CCOC(=O)C1C(=O)C=C(c2cccs2)CC1c1ccco1 (centres undefined),?
Cc1ccc(NC(=O)C(NS(=O)(=O)c2ccc3c(c2)oc(=O)n3C)C(C)C)c(C)c1 (centres undefined),i
COc1ccc(OC)c(-c2ncnn2-c2sc3c(c2C#N)CCCCC3)c1,34%*
CN(Cc1nc(Cc2ccccc2Cl)no1)CC1CCOCC1,i
COc1ccc(Cn2c(Oc3ccc(C)cc3)nc3c2c(=O)n(C)c(=O)n3C)cc1,?
O=S(=O)(c1ccc(Br)cc1)N1CCn2c(nc3ccccc32)C1,i
CCCn1c(CCNC(=O)C(C)(C)C)nc2ccccc21,i
O=C(C[C@@H]1O[C@H](CNC(=O)c2ccccc2)[C@@H](O)[C@H]1O)NCc1ccc(F)cc1,?
COCc1cc(C)nc2sc(C(=O)c3ccccc3)c(N)c12,i
Cc1cccc(OCC(=O)Nc2cc(C)ccc2OCc2cc(=O)n3oc(C)cc3n2)c1,i
O=C(CCc1cn(Cc2ccccc2)c2ccccc12)NC1CC1,?
CCOCCCNC(=O)CN1C(=O)C(CC)Oc2ccccc21 (centres undefined),i
O=C(CCc1cc(=O)[nH]o1)N1CC[C@@H](c2ccc3ccccc3c2)[C@H](O)C1,i
CCCC(=O)Nc1ccc(Nc2nc(C)cc(Nc3ccc(C)cc3)n2)cc1,?

# Quoted from the listing for reference:
SMILES,ST2 IL33 inh
O=C(CCc1cn(Cc2ccccc2)c2ccccc12)NC1CC1,?
CCOCCCNC(=O)CN1C(=O)C(CC)Oc2ccccc21 (centres undefined),i
O=C(CCc1cc(=O)[nH]o1)N1CC[C@@H](c2ccc3ccccc3c2)[C@H](O)C1,i
CCCC(=O)Nc1ccc(Nc2nc(C)cc(Nc3ccc(C)cc3)n2)cc1,?

# Later entries:
SMILES,ST2 IL33 inh
C[C@@H]1O[C@@H](O[C@H]2[C@H](Oc3cc(O)c4c(c3)O[C@H](c3ccc(O)c(O)c3)CC4=O)O[C@H](CO)[C@@H](O)[C@@H]2O)[C@H](O)[C@H](O)[C@H]1O,i
Cc1cc2c(cc1C)NC(CC(=O)Nc1cccc(C(=O)O)c1)C(=O)N2 (centres undefined),i
C=CCn1c(SCC(=O)Nc2sc3c(c2C(=O)OCC)CCC3)nc2ccccc2c1=O,i
O=C1CC(C(=O)N2CC(c3ccncc3)C2)CN1Cc1cccnc1 (centres undefined),i
CC(C)c1nc(CN(C)C(=O)c2sccc2Cl)cs1,?
O=c1oc2ccccc2cc1-c1cn(-c2ccc(F)cc2)c(=O)[nH]1,?
Cc1cc2nc(C(=O)N3CCC(O)(CN(C)C)C3)cc(C)n2n1 (centres undefined),i

# Screening results (PubChem)

# The list is partial; count on the stated rates, not on these rows.
